Screening results deposited in PubChem by The Scripps Research Institute Molecular Screening Center.
UHRF1 binding: UHRF1 methylated DNA binding inhibitors, primary screen, counter-screen for MBD2 inhibitor project, biochemical, TR-FRET, human UHRF1, single concentration. AID 687016, 2013. 370,000 compounds, 0.75% hits. E3 ubiquitin-protein ligase UHRF1 (Homo sapiens), Q96T88. UHRF1 binding to methylated oligo. inhibition, % at 4.4 µM; in the data active = inhibition above about 21%;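 note: UHRF1 SRA domain binding a hemimethylated CpG hairpin DNA probe; 0% = median of test compound wells and 100% = reference inhibitor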
HTRA1 inhibitor: HTRA1 serine protease inhibitors, primary screen, biochemical, fluorescence polarization, HTS | inhibition, % at 5.96 µM | recombinant HTRA1, FP-rhodamine activity-based probe | 340,000 compounds, 0.5% hits | AID 504803, 2011; in the data active = inhibition above about 36%;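 note: 0% = enzyme with DMSO and 100% = wells lacking enzyme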
PG9 Ab binder: binders of HIV-1 gp120 antibody PG9, primary screen, biochemical, TR-FRET. HIV-1 gp120 / PG9 antibody interaction. TR-FRET gp120-PG9 antibody binding. inhibition, % at 6.7 µM. 360,000 compounds, 0.43% hits; in the data active = inhibition above about 8.5%
TCR-CD3 inh: inhibitors of human TCR-CD3 interaction, primary screen, biochemical, fluorescence, TAMRA-labeled TCR probe; T-cell receptor (TCR); inhibition, % at 9.4 µM; 360,000 compounds, 0.37% hits; AID 651800, 2012; in the data active = inhibition above about 19%;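 note: recombinant mutant TCR 2C K166C tagged with TAMRA read by polarization; 0% = receptor in buffer alone and 100% = receptor with positive control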
TDP2 inh: human TDP2 enzyme inhibitors, primary screen, biochemical, epi absorbance, recombinant enzyme | T5PNP hydrolysis, p-nitrophenol absorbance 415 nm | inhibition, % at 12.8 µM | 370,000 compounds, 0.34% hits | AID 720702, 2013;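 active = inhibition above the mean of all tested compounds plus 3 SD, set per campaign, cut at about 25% in these data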;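 note: 0% = DMSO with enzyme and 100% = buffer with substrate but no TDP2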
Target sequence (O95551 whole entry, looked up): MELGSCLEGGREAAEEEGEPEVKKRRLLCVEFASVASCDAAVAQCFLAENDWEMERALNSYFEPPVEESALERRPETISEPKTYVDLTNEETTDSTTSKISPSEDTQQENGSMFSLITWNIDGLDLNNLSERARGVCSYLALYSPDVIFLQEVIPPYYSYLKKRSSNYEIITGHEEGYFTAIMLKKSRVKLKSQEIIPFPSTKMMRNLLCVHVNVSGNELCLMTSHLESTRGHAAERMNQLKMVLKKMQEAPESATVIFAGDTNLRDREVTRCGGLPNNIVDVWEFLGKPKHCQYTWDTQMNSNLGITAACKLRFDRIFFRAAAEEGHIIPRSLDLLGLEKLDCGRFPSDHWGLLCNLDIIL
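Test system: human TDP2 enzyme; Input: 120 nM TDP2 per well; Buffer or medium: Mg2+-containing Tris-HCl buffer, pH 7.5; Reagent: 5 mM T5PNP; Dosing: 12.8 µM single point, 1% DMSO; Incubation: reaction 2 h, 37 °C; Detection: p-Nitrophenol epi absorbance; Read-out: % inhibition relative to enzyme-containing and enzyme-free wells; Replicates: single well per compound.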
PRMT1 FP inh: PRMT1 methyltransferase inhibitors, primary screen, biochemical, fluorescence polarization | Protein arginine N-methyltransferase 1 (Homo sapiens), Q99873 | recombinant PRMT1, activity-based probe fluorescence polarization | 370,000 compounds, 1.3% hits | inhibition, % at 2.79 µM;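 active = inhibition above about 21% made by adding two undisclosed values, limit read from the data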
mABHD4 FP: ABHD4 inhibitors, primary screen, biochemical, fluorescence polarization, mouse; (Lyso)-N-acylphosphatidylethanolamine lipase (Mus musculus), Q8VD66; purified mABHD4, FP-Rh probe fluorescence polarization; inhibition, % at 8.92 µM; 370,000 compounds, 0.54% hits;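 active = inhibition exceeding the mean over every tested compound plus 3 SD, cut at about 30% in these data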;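 note: 0% = plate median of compound wells and 100% = S159A mutant with DMSO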
Target sequence (Q8VD66 whole entry, looked up): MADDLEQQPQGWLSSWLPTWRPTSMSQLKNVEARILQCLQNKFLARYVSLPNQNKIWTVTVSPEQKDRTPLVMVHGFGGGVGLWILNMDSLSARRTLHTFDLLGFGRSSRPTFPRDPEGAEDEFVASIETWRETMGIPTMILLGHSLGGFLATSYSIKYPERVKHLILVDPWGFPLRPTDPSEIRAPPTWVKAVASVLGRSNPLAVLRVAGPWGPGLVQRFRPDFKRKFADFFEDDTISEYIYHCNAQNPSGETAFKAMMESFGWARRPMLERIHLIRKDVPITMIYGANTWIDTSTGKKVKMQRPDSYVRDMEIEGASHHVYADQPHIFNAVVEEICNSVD
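Assay system: wild-type mouse ABHD4 protein; compound: single nominal dose of 8.92 µM, 0.89% DMSO final; schedule: 45 min + 60 min at 25 °C; measured by: FP readout, ex 525 nm / em 598 nm; evaluation: % inhibition of FP-Rh probe binding versus controls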
DDE Tn7 FP inh: inhibitors of Tn7 peptide binding to fibrin DD(E), primary screen, biochemical, fluorescence polarization, human fibrin, Tn7 probe | inhibition, % at 8.3 µM | 370,000 compounds, 0.13% hits | Fibrinogen beta chain (Homo sapiens), P02675 | FP displacement of FITC-Tn7 peptide from fibrin DD(E); 0% = median of compound wells per plate;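 active = inhibition above the mean of compounds falling within the control limits plus 3 SD of them, cut at about 14% in these data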;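 note: 0% = plate median of compound wells and 100% = 10 µM Aha-Tn7 peptide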
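Assay system: human fibrin DD(E) protein / Input: 2 µM fibrin DD(E) / Benchmarks: high control of 10 µM Aha-Tn7 peptide / Measured by: fluorescence polarization of the labelled Tn7 tracer / Medium: Tris buffer with calcium and detergent, pH 7.8 / Timing: 10 min compound pre-incubation, 3 h probe incubation at room temperature / Repeats: one replicate per compound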
SIAE inh: human SIAE inhibitors, primary screen, biochemical, fluorescence polarization, FP-Rh probe, 1536-well HTS | Sialate O-acetylesterase (Homo sapiens), Q9HAT2 | SIAE FP-Rh probe binding | inhibition, % at 9.66 µM | 370,000 compounds, 0.69% hits | AID 1053197, 2014;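 active = inhibition above a cutoff: mean of compounds within the control limits plus 3 SD of those, cut at about 17% in these data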;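 note: 0% = plate median of compound wells and 100% = probe without SIAE protein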
LEDGF integ inh: blockers of LEDGF/p75-dependent integrase strand transfer – biochemical, TR-FRET, high throughput, primary screen; inhibition, % at 3.7 µM; HIV-1 integrase (with human LEDGF/p75); TR-FRET IN-LEDGF/p75 DNA integration, Eu/Cy5; 370,000 compounds, 0.64% hits;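 active = inhibition above the screen-wide mean plus 3 SD, cut at about 13% in these data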;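 note: signal is the Cy5 over europium emission ratio at 671 and 618 nm; 0% = plate median of compound wells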
* marks the source's active call; other numbers are inactive results; . = no result given.

Structure,SIAE inh,DDE Tn7 FP inh,mABHD4 FP,LEDGF integ inh,PRMT1 FP inh,HTRA1 inhibitor,TCR-CD3 inh,UHRF1 binding,PG9 Ab binder,TDP2 inh
CCCC(=O)N1CC(=O)Nc2ccc(C)cc2C1c1ccccc1 (centres undefined),3,-3,4,-3,3,-3,-4,2,1.1,-6
N=c1c(C(=O)NCC2CCCO2)cc2c(=O)n3ccccc3nc2n1Cc1ccc(Cl)cc1 (centres undefined),-3,-9,-1,1,0,-16,-9,3,0.2,-5
COc1ccc(S(=O)(=O)N(C)C2CCS(=O)(=O)C2)cc1OC (centres undefined),0,-8,1,1,-4,-1,3,0,-2.4,-11
CCN(CC)S(=O)(=O)c1cccc(C(=O)Nc2nc3cc4c(cc3s2)OCCO4)c1,-20,-2,-22,1,2,-72,4,0,-0.3,-3
Cc1ccc(S(=O)(=O)N(C)c2ccc(C(=O)NCCc3ccccc3)cc2)cc1,-9,1,-28,-6,5,-30,-3,4,-1.6,-17
COc1ccc(-c2cc(-c3nnc(SCC(=O)NC4CCCCC4)n3N)[nH]n2)cc1,-4,4,5,0,-2,.,.,2,.,5
CCOc1ccc(N2C(=O)/C(=C/c3ccco3)N(C)C2=S)cc1,-4,5,3,0,0,-5,3,-1,-1.1,8
COc1ccc(/C=N\NC(=O)c2ccccc2OC)cc1COc1ccccc1C,-5,2,-5,3,2,-28,2,1,-1.4,0
CC#CCN(Cc1ccco1)C(=O)C1CCC(=O)N(CCc2cccc(F)c2)C1 (centres undefined),13,4,0,-3,0,6,2,-1,1.9,0
Cc1ccc(NC(=O)c2cccc(C(=O)Nc3ccc(C)c(C)c3)n2)cc1C,-52,1,-2,1,1,-10,-6,0,-2.2,-4
CC(C)n1c(SCC(=O)NCc2ccco2)nnc1C1CC1,2,0,9,3,2,2,3,-1,-2.4,0
O=C(CSc1ncc(-c2ccc(F)cc2)[nH]1)NCc1ccco1,8,3,10,1,0,-2,-5,-6,0.0,11
O=C1c2ccccc2C(=O)c2c1ccc1c(=O)n(C3CCCCC3)[nH]c21,9,-2,9,-1,-1,6,11,-2,-24,14
CN(Cc1ccc(F)cc1)C(=O)CNC(=O)c1cccs1,0,5,3,-2,-5,2,3,2,0.5,-4
O=C(Nc1ccc(F)cc1F)N1CCN(c2ncccn2)CC1,-1,-1,-4,-1,-3,2,13,0,-1.1,0
Cc1cc(OCC(=O)Nc2ccc(CN3CCOCC3)cc2)ccc1Cl,0,-10,-4,1,-4,-6,1,-1,-0.8,-15
Cc1cc(NC(=O)c2ccc(Cl)cc2)c(C)cc1O,4,-3,4,4,-5,3,9,-1,-2.5,4
COCCN(C(=O)c1ccco1)C(C(=O)NC1CCCC1)c1cccs1 (centres undefined),-7,-3,9,1,-3,-10,-1,0,-0.9,7
COc1ccc(C(=O)OCCNC(=O)c2c(Cl)nc3ccccn23)cc1,-6,5,1,0,-5,-2,-3,0,1.0,7
COc1ccccc1NC(=O)C1CCCCC1,0,3,-1,1,0,-9,-1,0,1.9,-2
N#Cc1ccc(OCC(=O)Nc2ccc(N3CCCC3)cc2)cc1,4,6,6,-8,4,8,4,4,-7.0,-7
CCS(=O)(=O)c1ccc(O)c(NC(=O)COc2ccc(OC)cc2)c1,-1,-2,3,6,-2,1,-4,-4,-4.1,-3
O=C(COC(=O)/C=C/c1ccc(C(F)(F)F)cc1)NC1CCCC1,4,-6,2,0,-3,1,4,6,-1.3,13
C/C(=N\NC(=O)COc1ccc(C)cc1C(C)C)c1ccc(-n2ccnc2)cc1,-3,-1,3,-3,0,-23,1,1,-0.4,-3
CCOc1cc(C)c(S(=O)(=O)NC2CCCCC2)cc1C,0,-4,5,-2,0,-18,6,-2,-1.6,-5
COc1ccccc1NC(=O)c1ccc(NC(=O)COC(=O)C(C)C)cc1,-7,-1,-10,2,1,-4,4,-2,-0.5,-13
CC1CCC(NC(=O)C2CCC(CNS(=O)(=O)c3cccc4cccnc34)CC2)CC1 (centres undefined),-5,-3,-5,0,2,-8,1,2,-1.4,-4
c1ccc(CN2CCC3CC2c2c3cccc2N2CCOCC2)cc1 (centres undefined),8,-12,5,3,-3,.,0,0,2.6,-7
CCOc1ccc(C(=O)C2CCN(C(=O)c3ccc([N+](=O)[O-])cc3)CC2)cc1,3,0,0,-2,-1,0,-4,2,0.1,1
O=C1NC[C@H](Cc2ccccc2)N(CC2CCN(CCc3ccccc3)CC2)C1=O,5,0,11,2,-1,12,-2,-4,-1.4,8
COc1ccc(CCCN2CCC(CN3CCNC(=O)C3=O)CC2)cc1OC,4,-6,8,4,-6,1,-3,1,-1.6,3
COCCNC(=O)Nc1ccc2nc(C)sc2c1,2,2,-6,-3,5,5,0,-1,-2.0,3
CCOC(=O)CSc1nc2c(c(=O)[nH]c(=O)n2C)n1C/C=C(/C)Cl,3,0,3,1,-3,1,-7,-4,2.4,14
CC(/C=C/c1ccccc1)=N\NC(=O)c1ccc(Br)cc1,-3,-2,2,1,-2,0,3,-4,-3.7,-7
COC(=O)[C@]12C[C@H](CC(=O)N3CCCC3)C(=O)N(Cc3ccc(Cl)cc3Cl)C1=C[C@H](COCc1ccccc1)O[C@@H]2C,-9,1,-1,-3,6,.,.,0,.,3
COC(=O)C[C@@H]1C[C@H]2c3cc(NC(=O)CC4CC4)ccc3O[C@H]2[C@@H](CO)O1,3,-4,0,-2,5,2,-2,1,-0.8,-2
CCCCN(CC)C(=O)c1cccc(Cl)c1,3,1,16,-3,-1,-7,0,-1,0.7,1
Cc1ccc(S(=O)(=O)N2CC=C(C(=O)NCc3ccc(F)cc3)CC2)cc1,2,8,-4,0,9,-5,10,-3,-1.1,-4
CC(C)(C)NC(=O)C(c1ccccc1)N(C(=O)c1ccco1)C1CC1 (centres undefined),5,0,-1,1,0,5,-6,1,-0.9,1
COCC(=O)Nc1cc(C(=O)Nc2ccccc2C)ccc1Cl,0,-4,2,-7,2,3,-1,1,-1.7,-17
COP(=O)(OC)c1nc(-c2ccc(C)cc2)oc1N1CCCCC1,7,7,2,-2,2,9,-5,-3,-0.9,3
CC(=O)c1ccc2c(c1)OCCOCCOc1ccc(C(C)=O)cc1OCCOCCO2,9,6,-2,4,-3,10,-6,3,-0.9,-4
COc1ccccc1-n1c(C)c(C(C)=O)c2cc(O)ccc21,7,2,-8,2,-1,-1,-1,-3,-2.1,-5
COc1ccccc1N1CC(C(=O)Nc2nnc(SC)s2)CC1=O (centres undefined),0,0,6,0,3,8,6,0,-3.1,10
COc1ccccc1CNC(=O)COc1ccc(C)cc1,-2,4,0,-4,0,3,-5,0,0.0,15
CC(=O)N(c1ccccc1Cl)S(=O)(=O)c1ccc(Cl)cc1,-1,-1,2,-4,-1,-5,1,1,-0.6,-2
CCOC(=O)N1CCN(C(=O)C2CCCN(c3nc4ccc(OCC)cc4s3)C2)CC1 (centres undefined),8,5,7,6,3,3,-6,0,-0.6,7
CC(NS(=O)(=O)c1ccc(OCC(=O)NCc2ccccn2)cc1)c1ccccc1 (centres undefined),3,0,0,-1,-2,2,6,-1,-0.6,11
O=C(COc1ccccc1)N1c2ccccc2Sc2ccccc21,-2,-2,-22,1,1,-21,-2,-3,-0.4,0
Cc1nc(C)c(-c2nnc(-c3cccc(S(=O)(=O)N(C)C)c3)o2)cc1C(=O)NN,-18,-3,9,-2,0,-2,16,2,1.6,-15

(list continues)
Structure,SIAE inh,DDE Tn7 FP inh,mABHD4 FP,LEDGF integ inh,PRMT1 FP inh,HTRA1 inhibitor,TCR-CD3 inh,UHRF1 binding,PG9 Ab binder,TDP2 inh
Cc1cc(=O)[nH]c(SCC(=O)N2CCN(C(=O)c3ccco3)CC2)n1,2,4,-1,1,4,3,-6,-1,-0.1,-2
CC(=O)Nc1cccc(NC(=O)Nc2cccc(F)c2)c1,-2,6,-6,2,-1,-6,3,-2,0.1,-3
NC(=O)N/N=C/c1ccc(-c2cccc(C(F)(F)F)c2)o1,-5,-2,-2,-10,3,-9,2,1,-1.8,-5
CCCC(=O)OCC(=O)Nc1cc(C(C)(C)C)nn1-c1ccccc1,-2,-2,1,-1,3,-3,2,12,-1.4,2
Cc1cc(=O)oc2c(C)c(OCC(=O)NC3CC(C)(C)NC(C)(C)C3)ccc12,0,-5,-1,3,-3,6,7,-2,0.1,-5
COc1ccc(Cl)cc1C1=NOC2(CCC2)C(=O)N1Cc1ccc(NC(C)=O)cc1,5,0,6,-1,0,.,8,1,1.2,-6
CC(=O)Nc1ccc(-c2csc(NNC(=O)c3ccccc3)n2)cc1,9,-19,-20,4,26*,0,-13,-2,2.2,4
CC(C)(C)[C@@H]1C=C(C(=O)NC2CC2)O[C@H](OCc2ccc(CO)cc2)C1,3,-3,11,0,4,-2,-3,37*,0.7,1
Cc1cccc(C(=O)Nc2onc(C)c2C#N)c1,1,-4,1,-1,0,2,7,-3,-1.5,-6
COc1cccc(N2CCN(Cc3nc4scc(-c5ccccc5)c4c(=O)[nH]3)CC2)c1,1,2,-11,-2,-3,-11,4,1,0.5,-4
O=C(O)c1cccnc1C(=O)O,0,1,4,3,2,5,-12,0,0.0,-5
NCCC(=O)NC[C@H]1O[C@@H](n2cnc3c(N)ncnc32)[C@H](O)[C@@H]1O,7,-3,1,5,-1,4,6,0,-1.9,-5

Outcome played no part in choosing rows. Share with any hit: about 4.2%.
